# AMA1 RON2 block: qHTS for Inhibitors of AMA1-RON; Towards Development of Antimalarial Drug Lead: Primary Screen; AID 720542, 2013; Potency, µM (highest dose often 58.2 µM), for inactives: at the top dose activity change, negative = inhibition, actives largely listed as inhibitors; AlphaScreen AMA1-biotinylated RON2 peptide binding; 360,000 tested, 0.2% active; Plasmodium falciparum AMA1 (3D7) - RON2 peptide interaction;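 further: potency means the concentration at half of the fitted maximal effect; 0% = vehicle wells and -100% = peptide control; nearly all actives have a fitted effect of over 45% in size; some results filed as inactive show a strong effect at the top dose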
#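 AMA1 (3D7) with his tag at 25 nM final met compounds first, then biotinylated RON2 peptide at 25 nM; detection used donor plus acceptor beads, 10 µg/mL apiece, read by AlphaScreen after 30 min at room temperature.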
# LmPK inh: qHTS Assay for Inhibitors of Leishmania Mexicana Pyruvate Kinase (LmPK); purified LmPK, Kinase-Glo ATP luminescence, 1 h; 290,000 tested, 0.37% active; AID 1721, 2009; Potency, µM (top dose mostly 57.5 µM), for the others: at the highest dose activity change, negative = inhibition, actives largely listed as inhibitors; further: potency means the concentration at half of the fitted maximal effect
# Target sequence (Q27686 whole entry, looked up): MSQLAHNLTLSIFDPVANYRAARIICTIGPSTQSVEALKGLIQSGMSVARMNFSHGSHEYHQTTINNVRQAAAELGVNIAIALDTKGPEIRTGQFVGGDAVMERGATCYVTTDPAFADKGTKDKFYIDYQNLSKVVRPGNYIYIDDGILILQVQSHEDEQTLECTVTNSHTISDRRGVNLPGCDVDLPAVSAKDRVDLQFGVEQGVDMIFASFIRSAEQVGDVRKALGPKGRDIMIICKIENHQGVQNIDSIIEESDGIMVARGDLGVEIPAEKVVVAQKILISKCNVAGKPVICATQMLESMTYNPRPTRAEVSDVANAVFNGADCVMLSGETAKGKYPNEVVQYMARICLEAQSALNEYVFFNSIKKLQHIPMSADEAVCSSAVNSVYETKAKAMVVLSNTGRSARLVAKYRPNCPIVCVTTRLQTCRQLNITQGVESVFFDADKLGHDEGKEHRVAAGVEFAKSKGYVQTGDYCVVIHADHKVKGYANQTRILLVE
#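 0.1 nM LmPK, 0.5 mM PEP, 0.1 mM ADP; 50 mM imidazole pH 7.2, 7 mM MgCl2, 50 mM KCl; 1 h RT. Kinase-Glo luminescence readout, normalized to no-enzyme (full inhibition) and uninhibited wells.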
# Sm TGR block: qHTS Assay for the Inhibitors of Schistosoma Mansoni Peroxiredoxins | Schistosoma mansoni thioredoxin glutathione reductase (TGR), Q962Y6 | purified TGR, DTNB reduction, TNB absorbance 405 nm | Potency, µM (top dose mostly 114 µM), for inactives: top-dose activity change, negative = inhibition, actives largely listed as inhibitors | 360,000 tested, 3% active; further: potency means the concentration at half of the fitted maximal effect; nearly all actives have a fitted effect of over 60% in size
#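 TGR 20 nM + NADPH 100 uM (dispensed conc.), cpd preinc 15 min RT; start with NADPH (500 uM addition) then DTNB (15 mM addition). Kinetic TNB absorbance, 405 nm filter. Four-parameter Hill fit across titration.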
# Tb PYK inh: qHTS of Trypanosoma Brucei Inhibitors; pyruvate kinase (Trypanosoma brucei), Q57TT1; TbPYK enzyme, Kinase-Glo Plus ATP luminescence, 45 min; Potency, µM (series often up to 76.8 µM), without a hit: at the highest dose activity, negative = inhibition, hits mostly inhibitors; 410,000 tested, 0.12% active; AID 624173, 2012; further: potency means the concentration at half of the fitted maximal effect; nearly all actives have a fitted effect of over 50% in size
#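 Luminescence from Kinase-Glo Plus, added after a 45-minute room-temperature reaction, served as the end-point read-out. The enzyme and substrate were preincubated with compound before ADP (130 uM final) initiated turnover. Concentration-effect curves came from normalized qHTS data.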
# HCMV inh: qHTS Assay for inhibitors of the human cytomegalovirus (HCMV); 410,000 tested, 4.5% active; HFF cells, HCMV-luciferase reporter, 72 h; hits give low values; activity change, negative = inhibition, % at 57.5 µM; in the data active means activity change below about -60%; inconclusive means no clear call, values can overlap the other calls; inactive means above about -39%
#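 Inhibition of viral replication was scored as loss of reporter luminescence in HFFs infected with HCMV-luciferase (MOI 1 PFU/cell) for 72 h; compounds tested at 2 doses, normalized to buffer and Salinomycin controls.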
# AmpC detergent: qHTS Inhibitors of AmpC Beta-Lactamase (assay with detergent). P00811. AmpC hydrolysis of nitrocefin, absorbance 480 nm, 0.01% Triton. Potency, µM (series often up to 114 µM), for the others: at the highest dose activity change, negative = inhibition, actives largely listed as inhibitors. 370,000 tested, 0.041% active. AID 485294, 2010;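 further: potency means the concentration at half of the fitted maximal effect; 0% = no-compound wells and -100% = no-enzyme wells; nearly all actives have a fitted effect of over 25% in size; some results filed as inactive show a strong effect at the top dose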
# Target sequence (P00811 whole entry, looked up): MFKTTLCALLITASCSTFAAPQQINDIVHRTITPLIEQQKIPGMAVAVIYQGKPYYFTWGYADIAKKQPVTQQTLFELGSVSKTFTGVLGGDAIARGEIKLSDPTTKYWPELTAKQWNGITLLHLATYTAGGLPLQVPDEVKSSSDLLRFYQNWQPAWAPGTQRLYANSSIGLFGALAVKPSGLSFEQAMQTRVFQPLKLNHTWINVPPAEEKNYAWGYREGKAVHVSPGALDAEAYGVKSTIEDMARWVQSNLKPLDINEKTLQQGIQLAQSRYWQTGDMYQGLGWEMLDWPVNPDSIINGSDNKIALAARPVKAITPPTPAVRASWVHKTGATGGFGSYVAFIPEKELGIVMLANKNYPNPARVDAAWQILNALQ
#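 20 mM phosphate pH 7.0 + 0.01% (detergent screen) or 0.0001% Triton X-100; 5.3 nM AmpC reagent; cpd preinc 15 min RT; nitrocefin (800 uM stock) to start; A480 q20 s × 4 min; Activity was normalised to no-enzyme and no-compound control wells.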
# AmpC inh no detg: qHTS Inhibitors of AmpC Beta-Lactamase (assay without detergent); P00811; AmpC nitrocefin hydrolysis, absorbance 480 nm, 0.0001% Triton; Potency, µM (doses to about 57.1 µM), for the others: at the top dose activity change, negative = inhibition, usual class: inhibitors; 330,000 tested, 0.52% active; AID 485341, 2010;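 further: potency means the concentration at half of the fitted maximal effect; plate controls were no compound for no effect and no enzyme for full effect; nearly all actives have a fitted effect of over 20% in size; some results filed as inactive show a strong effect at the top dose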
#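 AmpC (5.3 nM in the dispensed reagent) in 20 mM phosphate pH 7.0 with 0.01% (detergent screen) or 0.0001% Triton X-100 was preincubated with compounds for 15 min at room temperature. Nitrocefin was then added from an 800 uM solution, and hydrolysis was followed at 480 nm.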
# * marks the source's active call; other numbers are inactive results; ? = inconclusive; / = no result given; & = joins results of further samples; [ ] = dose if it differs, or a comment. Unless noted, the call rests on the fitted dose curve; in most records, active means well fitted curve in the direction sought with a large enough effect; inconclusive means small, poorly fitted or top-dose-only effect, or another doubt; inactive means no such curve, though single readings can be large; an effect the other way counts as inactive or inconclusive. Unless noted, on the % scale 0 is the no-effect control and ±100 the full control effect.
# Under each structure: AMA1 RON2 block, LmPK inh, Sm TGR block, Tb PYK inh, HCMV inh, AmpC detergent, AmpC inh no detg
> Cc1ccc(C(=O)NCc2ccco2)cc1S(=O)(=O)N1CCOCC1
    6%, -1%, -8%, -3%, -3, -1%, -4%
> CCOC(=O)C1(Cc2cccc(F)c2)CCN(C(=O)C2CCC2)CC1
    0%, 7%, -1%, 2%, -14, 1%, 57%
> CCN1CCN(c2nc3c(c(=O)n(C)c(=O)n3C)n2CCSc2nccc(C)n2)CC1
    -5%, 1%, -20%, 6%, 27, ?, -16%
> COC(=O)c1c(NC(=O)c2ccc(S(=O)(=O)N3CC(C)OC(C)C3)cc2)sc2c1CCN(C)C2 (centres undefined)
    -15%, /, /, 0%, 2, /, /
> O=C(O)CCn1[nH]c(=O)ccc1=O
    3%, -7%, -11%, 2%, 16, ?, -24%
> N#Cc1ccncc1S(=O)c1ccc(Cl)cc1 (centres undefined)
    9%, 11%, 36%, 9%, -28, 3%, -28%
> CCCN1CCN(C(=O)CCc2nnc3ccc(N4CCN(c5cccc(OC)c5)CC4)nn23)CC1
    -2%, 0%, -16%, -3%, -17, ?, 147%[activator]
> CN(C)CCc1nn[nH]n1
    6%, 6%, 0%, 0%, -25, -1%, -16%
> COc1cccc(NC(=O)C(Cc2ccccc2)NS(=O)(=O)c2ccc3c(c2)oc(=O)n3C)c1 (centres undefined)
    /, /, -1%, -1%, 15, -8%, /
> CN1CCN(S(=O)(=O)c2cccc(C(=O)N(C)C(c3ccccc3)c3ccccc3)c2)CC1
    23%, /, -1%, -6%, -15, -13%, 225%[activator]
> COCCNC(=O)C(c1ccc(O)cc1)N(Cc1cccs1)C(=O)CCC(=O)Nc1ccccn1 (centres undefined)
    0%, 5%, 25%, -1%, -23, ?, 11%
> Cc1cc(=O)[nH]c(N/N=C/c2c(F)c(F)c(F)c(F)c2F)n1
    58%[activator], 0%, 12%, 2%, 45, -13%, -3%
> CCCCN(CC)CCCNC(=O)Cn1ncc2c3ccccc3n(Cc3ccc(F)cc3)c2c1=O
    /, /, 7%, 3%, -12, 2%, /
> O=C(Nc1ccc(Oc2ccccc2)nc1)C1CCCCN1Cc1ccc(O)cc1 (centres undefined)
    /, -11%, 32µM*, /, 4, 1%, -1%
> CCC(C)(C)NC(=O)C(c1ccc(C)cc1)N(CCN1CCOCC1)C(=O)CNC(=O)c1cccs1 (centres undefined)
    18%, 5%, -3%, -1%, ?, -6%, 36%
> CS(=O)(=O)N1CCN(c2ccc([N+](=O)[O-])cc2F)CC1
    3%, -5%, -20%, -9%, ?, -9%, -6%
> CC1CCCCC1NC(=O)c1ccc2c(c1)[nH]c(=O)n2C1CCCC1 (centres undefined)
    11%, -1%, 2%, -1%, -6, -10%, -25%
> CCc1nnc2c(NCCc3ccccc3)nc3ccccc3n12
    2%, -5%, 10%, 4%, 67, -1%, -15%
> O=C(CSc1nnc(CNc2ccccc2)o1)c1ccc2c(c1)OCCO2
    -6%, 2%, -23%, -7%, -8, 3%, ?
> CCOC(=O)c1cc(-c2ccc(N)cc2)sc1N
    -25%, 5%, -7%, 1%, 27, ?, -47%
> C[C@H](CO)N1C[C@H](C)[C@@H](CN(C)C(=O)c2cc(-c3ccccc3)on2)OCc2cn(nn2)CCCC1=O
    0%, /, /, 0%, 13, /, /
> COc1ccc(/C=N/n2c(-c3n[nH]c4c3CCC4)n[nH]c2=S)cc1
    80%[activator], -19%, 1%, ?, -19, -9%, -38%
> Cc1ccc(S(=O)(=O)N(Cc2ccc(Cl)cc2)c2ccccc2C(=O)NCc2ccco2)cc1
    -20%, 5%, -3%, 4%, ?, -12%, -6%
> COC(=O)c1cc(Br)ccc1NC(=O)CCNC(=O)c1ccco1
    -8%, -4%, 0%, -5%, -12, -4%, 23%
> CCOc1ccc2ccccc2c1C1NC(=O)NC(C)=C1C(=O)OCCOC (centres undefined)
    -4%, 5%, -7%, 0%, -10, ?, -17%
> Cc1c(NC(=O)CSc2nc3ccccc3s2)c(=O)n(-c2ccccc2)n1C
    0%, 3%, 4%, 9%, -9, -8%, -14%
> CC1=NCCN1S(=O)(=O)c1ccc(Br)c(C)c1
    1%, -1%, -4%, 2%, -7, -13%, 13%
> CCC(=O)Nc1nc2c(OC)ccc(OC)c2s1
    0%, 0%, 0%, 2%, 29, -13%, -11%
> Cc1cccc(C(=O)OC(C)CN2CCN(C)CC2)c1 (centres undefined)
    0%, -6%, -15%, 0%, -11, -3%, -2%
> O=S1(=O)CCOC[C@H](CC2CCCCC2)N1Cc1ccccc1
    21%, -4%, -5%, 0%, -17, ?, 60%
> O=C(NC(c1ccccc1)c1ccc2ccccc2n1)C1CCN(Cc2cccc(C(F)(F)F)c2)CC1 (centres undefined)
    -25%, /, /, 2%, 47, /, /
> CCCc1cc(NCCN(C)C)n2c(nc3ccccc32)c1C#N
    -1%, 1%, 3%, 3%, -7, -4%, -13%
> O=C(Cc1c(Cl)cccc1Cl)N/N=C/c1cccnc1
    13%, -6%, -4%, 0%, 29, 2%, 2%
> CC(C)c1ccccc1NS(=O)(=O)c1cccs1
    -1%, 0%, 21%, -3%, -18, 7%, -35%
> COc1ccc(C2SCC(=O)Nc3c2c(=O)[nH]n3C2CCCCC2)cc1 (centres undefined)
    -2%, 3%, -24%, -5%, -24, -11%, -11%
> COc1ccc(-c2cccc3c2NC(=O)C3=O)cc1OC
    0%, /, /, -12%, 25, /, -5%
> CC(C)C[C@H]1CN([C@@H](CC(C)C)CN2CCCC2CN2C(=S)NC[C@@H]2Cc2ccccc2)C(=S)N1CC1CCCCC1 (some centres undefined)
    9%, /, /, 2%, 11, /, /
> CCOc1ccc(-c2cc3c(=O)n(CC(=O)Nc4c(C)cccc4C)ccn3n2)cc1
    /, /, -3%, 3%, 21, 13%, /
> Cc1oc(-c2ccc(C(=O)NCc3ccccc3Cl)cc2)nc1CN1CCc2ccccc21
    /, /, -1%, 0%, -24, -7%, /
> Cc1ccc(Nc2nc3nonc3[nH]c2=O)cc1
    -3%, -4%, -36%, -2%, 42, -5%, -29%
> O=C(O)CC(Cc1ccc(Br)cc1)C(=O)Nc1ccccc1 (centres undefined)
    6%, 4%, 10%, 1%, 26, -13%, -38%
> COCCCn1c(=O)c2ccccc2n(Cc2ccc(C)cc2)c1=O
    22%, -6%, 4%, -1%, 4, 1%, -15%
> CC(NS(C)(=O)=O)C(c1cccs1)N1CCN(c2ccccc2)CC1 (centres undefined)
    -1%, 0%, -11%, -1%, 27, -1%, 0%
> O=C(c1ccco1)N1CCN(C(c2ccc(Cl)cc2)c2nnnn2Cc2ccccc2)CC1 (centres undefined)
    -17%, 4%, ?, 4%, 19, -1%, 74%[activator]
> Cc1ccc(NC(=O)CSc2ncccc2C(=O)Oc2cccc([N+](=O)[O-])c2)cc1Cl
    7%, -8%, 0%, -1%, 21, -13%, ?
> Cc1ccc(OCc2cc(C(=O)N(C)CCc3nc4ccccc4[nH]3)no2)cc1C
    -1%, -8%, -12%, -8%, 0, ?, 158%[activator]
> CC(C)Oc1ccc(CNC(=O)Nc2ccc3c(c2)N(C)C(=O)c2ccccc2S3)cc1
    /, /, 1%, 1%, -76*, 10%, /
> Cc1ccc2nc(/C(C#N)=C/c3cn[nH]c3-c3ccc(F)cc3)[nH]c2c1
    11%, -3%, -21%, 0%, -35, 2%, -15%
> O=c1[nH]c2c(c(=O)n1-c1ccccc1)CCO2
    -15%, /, /, 4%, 32, /, /
> Nc1cc2c(cc1C(=O)c1ccccc1F)OCCO2
    -16%, -1%, 3%, -8%, 11, -2%, -38%
> O=C(NC1CC1)c1cccc(NC(=O)c2cn3ccccc3n2)c1
    -14%, /, 6%, -3%, 17, 5%, -25%
> COc1ccc(-c2oc3ccc(-c4cc(OC)c(OC)c(OC)c4)cc3c2C#Cc2ccsc2)cc1
    -5%, 8%, -28%, -5%, ?, -5%, -21%
> Cc1ccc(S(=O)(=O)N[C@@H](CCCCN)C(=O)CCl)cc1
    -19%, /, /, 5%&-3%, 18, /, /
> CN1CCc2c(sc3nc(NN)n(-c4ccc(Cl)cc4)c(=O)c23)C1
    59%[activator], -2%, -22%, -8%, /, -10%, 1%
> COc1ccc(C(=O)NN2C(=O)C3C4C=CC(O4)C3C2=O)cc1 (centres undefined)
    3%, -2%, 18µM*, -10%, -2, 2%, -19%
> COc1ccc(CN2C(=O)C(CC(=O)NCC3CCCCC3)CC(C(=O)N(C)C)=C2C)cc1 (centres undefined)
    1%, /, /, -1%, -2, /, /
> Cc1cn([C@H](C(=O)NCCCCCCCCCCC(=O)N2CCN(C(=O)OC(C)(C)C)CC2)[C@@H](C)O)nn1
    9%, /, -1%, 0%, -34, -3%, 207%[activator]
> C=Cc1cnc([N+](=O)[O-])n1C
    4%, /, /, -23%, -31, /, /
> FC(F)(F)c1nnc2ccc(NCc3ccccc3)nn12
    13%, 1%, 3%, 2%, 21, 3%, -32%
> CCOc1ccccc1C1C(C(N)=O)=C(C)Nc2nc(-c3cccc(C)c3)nn21 (centres undefined)
    -3%, 1%, 40µM*, 4%, 15, -2%, 193%[activator]
> Cc1ccc(NC(=O)CSc2nnc(-c3ccccc3C)o2)cc1C
    4%, 3%, 0%, 7%, 126, -9%, -17%

# Quoted from the entries so far (four entries):
# Under each structure: AMA1 RON2 block, LmPK inh, Sm TGR block, Tb PYK inh, HCMV inh, AmpC detergent, AmpC inh no detg
> COc1ccc(C(=O)NN2C(=O)C3C4C=CC(O4)C3C2=O)cc1 (centres undefined)
    3%, -2%, 18µM*, -10%, -2, 2%, -19%
> COc1ccc(CN2C(=O)C(CC(=O)NCC3CCCCC3)CC(C(=O)N(C)C)=C2C)cc1 (centres undefined)
    1%, /, /, -1%, -2, /, /
> Cc1cn([C@H](C(=O)NCCCCCCCCCCC(=O)N2CCN(C(=O)OC(C)(C)C)CC2)[C@@H](C)O)nn1
    9%, /, -1%, 0%, -34, -3%, 207%[activator]
> C=Cc1cnc([N+](=O)[O-])n1C
    4%, /, /, -23%, -31, /, /

# Screening results from PubChem.

# Compounds were not picked by outcome. About 7.4% of those tested had a hit in this group.
